Compound activity from PubChem.
D1 potentiator: enhances dopamine response at the human D1 receptor. 360,000 compounds, 0.036% hits. AID 504651. potentiation, % at 10 µM. HEK293 TREx D1 cells, calcium flux, dopamine EC20 potentiation. P21728; in the data active means potentiation above about 30%; further: 0% is about no effect
Target sequence (P21728 whole entry, looked up): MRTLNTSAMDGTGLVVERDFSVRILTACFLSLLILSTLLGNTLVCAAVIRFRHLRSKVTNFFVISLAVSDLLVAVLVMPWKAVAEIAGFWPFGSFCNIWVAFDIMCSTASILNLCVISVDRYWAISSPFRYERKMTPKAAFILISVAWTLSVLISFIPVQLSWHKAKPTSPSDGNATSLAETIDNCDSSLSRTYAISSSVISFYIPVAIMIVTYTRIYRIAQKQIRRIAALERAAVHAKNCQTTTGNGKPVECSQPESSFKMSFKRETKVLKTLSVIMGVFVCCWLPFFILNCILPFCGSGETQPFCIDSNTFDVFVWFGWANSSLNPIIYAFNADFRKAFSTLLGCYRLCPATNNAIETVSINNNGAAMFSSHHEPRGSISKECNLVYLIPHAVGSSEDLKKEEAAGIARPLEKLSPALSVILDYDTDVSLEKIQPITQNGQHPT
TRHR PAM: allosterically enhances the human TRH receptor; TRHR cells, fluo-8 calcium fluorescence, EC20 TRH enhancement; 360,000 compounds, 0.66% hits; enhancement, % at 2 µM; P34981; AID 493056; in the data active means enhancement above about 30%; further: 0% is about no effect
Target sequence (P34981 whole entry, looked up): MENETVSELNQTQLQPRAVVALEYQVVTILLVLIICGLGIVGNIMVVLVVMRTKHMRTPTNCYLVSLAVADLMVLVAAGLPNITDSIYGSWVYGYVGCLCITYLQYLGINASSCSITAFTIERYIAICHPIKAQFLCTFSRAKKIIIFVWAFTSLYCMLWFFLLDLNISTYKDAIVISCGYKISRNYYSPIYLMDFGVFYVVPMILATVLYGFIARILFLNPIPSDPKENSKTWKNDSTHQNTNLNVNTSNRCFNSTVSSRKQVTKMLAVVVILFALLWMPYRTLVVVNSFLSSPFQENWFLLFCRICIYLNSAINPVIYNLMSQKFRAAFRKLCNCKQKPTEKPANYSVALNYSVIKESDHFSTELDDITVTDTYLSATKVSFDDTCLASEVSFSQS
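Enhancer read-out: after compound pinning and an initial kinetic agonist-mode read, an EC20 of TRH (10 nM final) was injected and fluo-8 calcium signal (Ex 480/Em 530) followed at 1 s/cycle for 100 cycles in TRHR-expressing cells.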
RXFP1 antag: antagonists of human relaxin receptor RXFP1 | AID 1259400 | Q9HBX9 | HEK293-RXFP1, relaxin-stimulated cAMP HTRF, 30 min; active compounds read low | activity change, negative = inhibition, % at 57.5 µM | 350,000 compounds, 0.59% hits;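 active means activity change of -60% or lower, but not beyond a set lower limit; inconclusive means change between -60% and -40%, or beyond the set limit; inactive means change above -40%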; further: on the % scale 0 is the no-effect control and ±100 the full control effect
D2 antag: antagonists of human D2 dopamine receptor; P14416; HEK293 TREx D2 cells, calcium flux, dopamine EC80; inhibition, % at 10 µM; 340,000 compounds, 2% hits; in the data active means inhibition above about 30%; further: 0% is about no effect
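Measurement of antagonist activity uses fluorescent calcium dye in inducible HEK293 T-REx D2 cells: 10 s baseline, compound addition with 180 s read, EC80 dopamine addition with a further 180 s read.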
D1 agonist: human D1 receptor agonism. P21728. HEK293 T-REx D1 cells, calcium flux, agonist mode. activation, % at 2 µM. 360,000 compounds, 1% hits; further: 0% is about no effect
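Inducible HEK293 T-REx D1 cells, force-coupled to calcium signalling, were plated at 4000 cells/well with tetracycline and held overnight at 30 C. After no-wash calcium dye loading, compound-evoked calcium rise over 180 s flagged agonists.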
TRHR ag: activates the human TRH receptor; P34981; 360,000 compounds, 0.18% hits; TRHR cells, calcium flux fluo-8, FDSS agonist mode; activation, % at 2 µM; further: 0% is about no effect
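Steps: seed TRHR cells overnight; add fluo-8 no-wash Ca dye, RT 30 min–1.5 h; record 10 s baseline; pin-transfer compounds; monitor fluorescence 1 cycle/s for the agonist window. Calcium increases flag candidate agonists.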
D2 PAM: positively modulates the human D2 dopamine receptor allosterically; AID 485347; potentiation, % at 10 µM; 340,000 compounds, 0.34% hits; HEK293 T-REx D2, calcium flux, EC20 dopamine potentiation; P14416;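 active means potentiation over 3 SD above the plate norm, cut at about 30% in these data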; further: 0% is about no effect
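Primary screen. Calcium kinetics in induced HEK293 T-REx D2 cells: compound pre-addition 180 s, EC20 dopamine, 180 s more.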
D1 antag: blocks dopamine activation of the human D1 receptor | activity change, negative = inhibition, % at 10 µM | AID 504652 | HEK293 TREx D1 cells, calcium flux, dopamine EC80; active compounds read low | 360,000 compounds, 3.2% hits | P21728; in the data active means activity change below about -30%; further: on the % scale 0 is the no-effect control and ±100 the full control effect
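HEK293 T-REx cells expressing inducible, force-coupled D1 receptor; no-wash Ca dye, 30–90 min RT. Cmpd → 180 s read at 1 Hz → EC80 DA → 180 s read.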
D2 ag: agonists of human D2 dopamine receptor; P14416; HEK293 T-REx D2 cells, calcium flux agonist mode; activation, % at 2 µM; 340,000 compounds, 0.53% hits;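 active means activation over 3 SD above normal in the single-dose calcium agonist read, cut at about 30% in these data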; further: 0% is about no effect
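Agonism is scored from calcium flux in a force-coupled, inducible HEK293 cell line expressing D2, read kinetically for 180 s after compound addition against dopamine controls.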
Starred values were filed as active, the others as inactive; ? = inconclusive; . = no result given; & = joins results of further samples. Unless noted, no stated cut-off is given here; in the data, active means activation above about 30%; inactive means the rest.

SMILES	D1 potentiator	TRHR PAM	RXFP1 antag	D2 antag	D1 agonist	TRHR ag	D2 PAM	D1 antag	D2 ag
Cc1ccc[n+](C(C)C(=O)Nc2ccc(C)c([N+](=O)[O-])c2)c1 (configuration not stated)	-2.2	-6.5	6.4	42.8*	0.2	-0.1	-16.7	7.0	2.9
CC(C)n1cc(/C=N/NC(=O)COc2cccc3cccnc23)c2ccccc21	6.1	10.5	?	8.1	0.6	-1.1	4.7	5.2	-1.1
CCOC(=O)c1c(C)[nH]c(C(=O)OCc2csc(CC(=O)Nc3ccccc3C)n2)c1C	6.7	-3.4	-18.2	-14.3	4.2	0.4	10.9	33.4	0.2
CC(Sc1ccccc1)C(=O)Nc1ccc(S(=O)(=O)N2CCOCC2)cc1 (configuration not stated)	-1.4	2.7	5.9	-7.0	7.4	1.3	4.4	4.1	0.6
CCOC(=O)CSc1nn(-c2ccccc2)c(=S)s1	-9.8	10.5	?	12.9	1.4	0.4	-0.4	7.1	-1.5
COc1ccc(OCc2nc3ccccc3n2C(C)c2ccccc2)cc1 (configuration not stated)	0.7	-0.9	.	.	11.9	1.4	8.3	-17.5	-0.1
O=C1C(=O)N(c2nccs2)C(c2ccccc2)/C1=C(\O)c1ccc2c(c1)OCCO2 (configuration not stated)	9.2	-0.1	.	-3.9	2.4	-2.0	-2.2	-6.9	-1.0
O=C(CCCc1ccccc1)Nc1nnc(C(F)(F)F)s1	3.1	2.6	-16.0	-0.7	6.2	0.9	-0.1	-10.8	1.6
C/C(=N\NC(=O)c1ccc(C)cc1C)c1ccc2c(c1)Nc1ccccc1S2	-4.3	-3.3	-8.7	0.5	6.9	1.5	-1.7	-15.9	1.4
CCOc1ccc(C(=O)NCCc2csc(-c3cccc(F)c3)n2)cc1OCC	-3.1	-0.7	-1.7	.	10.9	-0.5	-6.2	3.5	1.9
CCOC(=O)Cn1nc(C)c(NC(=O)COc2cccc(Cl)c2)c1C	-2.0	-0.8	3.1	0.1	1.8	-0.2	4.4	-3.6	1.7
Cc1ccc(S(=O)(=O)N2CCN(C(=O)CN3CCCCC3)C2C(C)C)cc1 (configuration not stated)	0.1	3.1	0.4	-1.2	1.2	0.0	2.0	5.6	0.0
CN(C)CCCNC(=O)/C(=C\C=C\c1ccccc1)NC(=O)c1ccc([N+](=O)[O-])cc1	-8.1	-3.8	?	-2.8	0.6	-0.4	-9.6	-3.8	0.2
COc1ccc(-c2ccc(CCC(=O)O)n2-c2ccccc2C(F)(F)F)cc1	-0.2	0.3	.	.	6.7	2.2	4.4	-6.8	0.6
Cn1c(SCC(=O)Nc2nc3ccccc3s2)nnc1-c1ccccc1	4.8	3.1	2.9	-16.4	-0.4	0.2	-16.2	-28.6	0.2
CCN1C(=O)/C(=C\N2CCN(c3ccc(F)cc3)CC2)SC1=S	-4.9	12.1	3.7	3.4	1.9	1.1	-1.0	-2.6	0.5
CC(=N)C1=C(O)CC(c2ccccc2)CC1=O (configuration not stated)	-3.4	-1.1	-4.5	-7.2	-2.2	-0.2	25.3	12.7	0.8
Cc1cc(NC(=O)CCC(=O)N(CC(=O)NCC2CCCO2)c2ccc(F)c(Cl)c2)no1 (configuration not stated)	-1.4	-4.7	-37.8	9.9	-1.9	0.2	0.0	-9.7	0.0
CCN(Cc1ccccc1)S(=O)(=O)c1ccc(F)c(C(=O)Nc2cc(C(F)(F)F)ccc2Cl)c1	-2.0	-4.2	-13.8	.	19.2	1.9	16.7	-30.0*	0.3
COc1ccc(NC(=O)C2CCCN(S(C)(=O)=O)C2)cc1Cl (configuration not stated)	-4.0	2.0	-5.6	8.6	0.6	0.9	-4.2	-11.1	1.7
O=C(O)c1ccccc1Sc1c([N+](=O)[O-])cc(C(F)(F)F)cc1[N+](=O)[O-]	0.8	-1.2	-2.0	-4.2	1.5	0.1	6.0	14.0	-0.2
Cc1cccc(OS(=O)(=O)NC(=O)OCC2CCCN3CCCCC23)c1 (configuration not stated)	-4.2	0.1	-8.1	-8.1	2.7	-0.1	.	7.8	0.0
COC(=O)c1cccc(N(C(=O)CNC(=O)c2cccs2)C(C(=O)NCC2CCCO2)c2ccc(OC)c(OC)c2)c1 (configuration not stated)	-13.3	-0.5	-9.9	-11.1	1.4	0.0	.	1.8	4.1
COc1ccc(NC(=O)c2ccc3nc(CCc4ccccc4)oc3c2)c(OC)c1	-4.0	-3.4	-11.5	.	6.1	-0.6	-3.2	1.0	0.5
O=C(N/C(=C\c1ccc(Br)cc1)C(=O)N1CCOCC1)c1ccccc1Cl	-4.0	2.8	-9.9	.	0.6	0.5	.	-20.3	.
CCN(CC)C(=O)C1CCN(Cc2ccc(OCc3ccccc3)cc2)CC1	-1.0	-0.9	2.3	-12.5	13.6	1.7	-0.2	-8.0	-0.7
COc1ccc(C(=O)NCCN2CCOCC2)cc1OC	-4.5	-4.7	-6.3	4.3	-1.9	0.2	-2.7	-13.8	0.0
COCc1cc(Sc2cccc(Cl)c2Cl)nc(-c2ccccc2)n1	0.7	-2.4	-9.5	-23.9	8.0	0.6	-2.5	4.4	0.9
COc1cc2c(cc1OC)C(c1cc(OC)c(OC)c(OC)c1)NCC2 (configuration not stated)	-10.1	-8.2	-3.1	28.6	1.2	1.3	-8.5	6.5	-0.6
O=C(Nc1cc(Cl)ccc1Oc1ccccc1)c1cnccn1	-1.6	-11.3	-3.6	3.1	2.8	0.1	-2.0	0.1	1.0
CCN(Cc1ccccc1)C(c1ccc(Cl)cc1)c1nnnn1C(C)(C)C (configuration not stated)	-2.1	1.5	-17.2	-6.4	3.4	0.2	-0.1	-9.9	0.5
C(=C\c1ccco1)/C1=NN(c2ccccc2)C(c2ccco2)C1 (configuration not stated)	-7.8	-2.4	5.3	4.4	44.6*	10.1	9.2	6.7	8.0
CCCn1c(N)c(N(CCOC)C(=O)CSc2cc(C)c3cccc(C)c3n2)c(=O)[nH]c1=O	-9.6	-3.2	-3.1	.	0.9	0.2	.	-5.3	.
Cc1ccc2nc3c(cc(C(=O)NCc4cccnc4)c(=N)n3C(C)C)c(=O)n2c1	-0.6	-0.6	.	4.9	0.0	0.3	0.2	4.6	0.5
O=C(O)CNC(=S)N(Cc1ccccc1F)C1CCCCC1	-6.8	2.4	3.8	-10.7	2.0	-2.2	12.0	1.0	-1.6
COC(=O)C1=C(C)NC(C)=C(C(=O)OC)C1C(=O)OC1CCCCC1=O (configuration not stated)	-3.6	12.6	-8.7&13.1	3.7	-2.7	-0.8	-5.1	19.0	-0.4
Cn1c(=O)[nH]c2cc3ccccc3cc21	-1.6	4.0	-10.0	-8.6	-0.3	1.9	-4.6	4.8	0.7
Cc1cc(C)c(C)c(S(=O)(=O)NCc2ccc(C(=O)NCC3CCCO3)cc2)c1C (configuration not stated)	-1.2	5.5	3.4	-22.3	7.7	1.2	-0.2	-6.5	1.2
COc1ccc(Nc2ncnc3c2cnn3Cc2ccc(C)cc2)cc1	-4.5	9.4	-18.4	-19.3	-0.6	-0.4	2.1	10.1	0.1
Cc1cc(N(C)C)nc(Nc2ccccc2)n1	.	-0.9	6.6	-4.9	7.3	0.1	-5.5	-7.2	0.0

One compound at a time, from the list above. Order of screens: D1 potentiator	TRHR PAM	RXFP1 antag	D2 antag	D1 agonist	TRHR ag	D2 PAM	D1 antag	D2 ag
Record of O=C(Nc1cc(Cl)ccc1Oc1ccccc1)c1cnccn1 → -1.6	-11.3	-3.6	3.1	2.8	0.1	-2.0	0.1	1.0
Record of Cc1cccc(OS(=O)(=O)NC(=O)OCC2CCCN3CCCCC23)c1 (configuration not stated) → -4.2	0.1	-8.1	-8.1	2.7	-0.1	.	7.8	0.0
Record of CCCn1c(N)c(N(CCOC)C(=O)CSc2cc(C)c3cccc(C)c3n2)c(=O)[nH]c1=O → -9.6	-3.2	-3.1	.	0.9	0.2	.	-5.3	.
Record of Cc1cc(N(C)C)nc(Nc2ccccc2)n1 → .	-0.9	6.6	-4.9	7.3	0.1	-5.5	-7.2	0.0
Record of COc1ccc(Nc2ncnc3c2cnn3Cc2ccc(C)cc2)cc1 → -4.5	9.4	-18.4	-19.3	-0.6	-0.4	2.1	10.1	0.1

(list continues)
SMILES	D1 potentiator	TRHR PAM	RXFP1 antag	D2 antag	D1 agonist	TRHR ag	D2 PAM	D1 antag	D2 ag
Cc1cc(C)n(CC(=O)N2CCCC(C(=O)c3cccc(OC(C)C)c3)C2)n1 (configuration not stated)	-3.8	0.2	-15.6	2.6	3.0	0.0	1.9	-1.0	0.1
C=CCOc1ccc(/C=N/NC(=O)C(=O)N2CCCCCC2)cc1OC	3.8	5.5	-17.6	.	-3.2	0.3	.	2.1	.
COc1ccc(NC2=C(NCCO)C(=O)c3ccccc3C2=O)cc1	-0.3	-0.8	0.1	6.5	6.3	-0.6	7.5	13.3	1.3
Cn1c(SCc2cnc(-c3ccccc3)s2)nnc1C1COc2ccccc2O1 (configuration not stated)	-2.5	-0.7	7.3	-4.0	0.0	-0.2	-3.9	14.4	-1.3
COc1ccc(OC)c(NC(=O)C2CCN(c3nc(C)cc(C)n3)CC2)c1	-1.6	-6.6	1.4	-6.9	-0.7	0.2	-10.0	11.3	-0.3
Cc1cc2c(cc1S(=O)(=O)N(C)CC(=O)Nc1cccc(C#N)c1)OCC(=O)N2	-2.9	2.0	5.4	.	1.8	0.1	-12.1	10.3	-0.3
O=C(Nc1ccccc1)c1ccc(S(=O)(=O)NCC2CCCO2)cc1 (configuration not stated)	-2.8	-0.6	12.5	5.5	3.8	-0.1	-0.8	-10.7	0.8
CCCCN(C)CCCNC(=O)C1CCN(S(=O)(=O)CC)CC1	-0.5	4.0	8.8	.	-0.2	0.2	10.3	-12.5	0.0
CN(C)S(=O)(=O)Oc1ccc(Cl)cc1C(=O)Nc1cccc(C(F)(F)F)c1	-3.1	2.6	12.6	-2.8	6.6	0.2	-3.1	-0.1	0.7
N#Cc1nnn(-c2ccc(Cl)cc2)c1N	-0.4&4.8	-4.7&5.7	2.0	-8.5&-2.2	1.8&-0.7	0.4&0.4	-2.3&13.0	-9.8&-14.8	0.3&1.4
COc1ccc(-c2ccnc(SCC(=O)c3ccc(OC)c(OC)c3)n2)cc1	7.0	4.8	.	.	9.0	1.8	.	-16.2	.
O=c1[nH]c2ccc([N+](=O)[O-])cc2nc1/C=C(\O)c1ccccc1	-4.1	3.4	2.0	-1.3	13.1	7.8	-3.1	-1.6	1.3
Clc1cccc(-c2ccc(CNCc3ccccn3)o2)c1	-0.2	13.3	-6.4	24.8	12.1	0.3	-8.4	-23.9	0.4
COc1ccc(N2CCN(Cc3nc(-c4ccccc4)no3)CC2)cc1	-2.8	-3.3	-7.7	-11.6	5.7	-0.5	-6.4	-18.9	0.5
Cc1nc2ccccc2c(=O)n1/N=C/C=C/c1ccccc1	-3.1	-5.6	-9.7	-9.9	1.9	-0.2	-19.2	-1.5	-0.3
Cc1ccsc1C(=O)N1CCN(S(=O)(=O)c2cccc(F)c2)CC1	0.9	3.9	3.1	.	0.7	1.0	.	17.1	.

Entries listed so far that bear a hit mark in D1 agonist:
canonical_smiles	D1 potentiator	TRHR PAM	RXFP1 antag	D2 antag	D1 agonist	D2 PAM	D1 antag
C(=C\c1ccco1)/C1=NN(c2ccccc2)C(c2ccco2)C1 (configuration not stated)	-7.8	-2.4	5.3	4.4	44.6*	9.2	6.7
